# OX1R antag-1 – antagonists of human orexin 1 receptor (OX1R); OX1R-expressing cells, FRET antagonist read-out; 330,000 tested, 1.8% active; AID 485270, 2010; inhibition, % at 6.6 µM; in the data active means inhibition mostly above about 38%, no sharp cut-off; inactive means mostly below about 40%;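 further: 0% = agonist challenge alone and 100% = reference antagonist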
# Target sequence (O43613 whole entry, looked up): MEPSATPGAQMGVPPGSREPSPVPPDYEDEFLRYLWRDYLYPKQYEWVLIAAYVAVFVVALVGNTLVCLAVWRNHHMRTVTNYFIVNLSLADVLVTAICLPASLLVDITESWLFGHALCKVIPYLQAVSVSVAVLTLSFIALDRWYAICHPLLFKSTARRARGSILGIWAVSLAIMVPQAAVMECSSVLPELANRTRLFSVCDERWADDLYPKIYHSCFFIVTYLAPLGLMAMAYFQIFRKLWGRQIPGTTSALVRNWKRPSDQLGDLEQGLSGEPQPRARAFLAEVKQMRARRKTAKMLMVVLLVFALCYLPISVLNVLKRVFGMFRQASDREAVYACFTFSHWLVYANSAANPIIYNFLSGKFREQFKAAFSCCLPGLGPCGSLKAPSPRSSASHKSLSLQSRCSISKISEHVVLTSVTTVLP
# OX1R antag-2 – OX1R (HCRTR1) antagonists, primary screen, fluorescence, CHO/OX1R cells, Fluo-8 calcium, orexin A; Fluo-8 calcium fluorescence; Orexin/Hypocretin receptor type 1 (Homo sapiens), O43613; 330,000 tested, 0.43% active; AID 434989, 2010; inhibition, % at 5 µM;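 active means inhibition above its plate's threshold, mean inhibition of all tested compounds on the plate plus 3 SD, cut at about 37% in these data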;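 further: 0% = orexin A challenge wells and 100% = SB-334867-A antagonist wells; not every result past the cut was called active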
# * marks the source's active call; other numbers are inactive results.
Compound,OX1R antag-1,OX1R antag-2
COC(CNC(=O)c1ccc(CS(=O)(=O)c2ccc(Br)cc2)o1)OC,-6,-11
CCOc1ccc(C(=O)Nc2nnc(SCC(=O)NCC3CCCO3)s2)cc1OCC (stereo unspecified),3,-4
Cc1nn(CC(=O)NCC2CCCO2)c(=O)c2cc3ccccc3n12 (stereo unspecified),8,-12
O=C(NC(=S)Nc1nc(-c2ccc(Br)cc2)cs1)c1cccnc1,0,18
Cc1ccccc1C(=O)c1cccn1CC(=O)N1CCCCC1,10,-28
O=C(NCCc1ccccc1Cl)C1CCC(=O)N(CCCc2ccccc2)C1 (stereo unspecified),6,-30
Cc1cnc(NC(=O)c2ccc(-c3ccc([N+](=O)[O-])cc3)o2)s1,11,-11
Cc1nnc(SCC(=O)N2N=C(c3ccc(Cl)cc3)CC2c2ccco2)[nH]c1=O (stereo unspecified),-3,-24
COC(=O)Cn1cc(/C=C/[N+](=O)[O-])c2ccccc21,38,-5
CCN1/C(=c2/s/c(=C3/C(=O)N(c4ccccc4)N=C3C)n(CC)c2=O)C=Cc2ccccc21,6,0
CCOCCn1c(SCc2ccccc2)nc2c1c(=O)[nH]c(=O)n2C,0,-1
CC(=O)Nc1ccccc1OCC(=O)NC(C)c1ccc(F)cc1 (stereo unspecified),5,3
COc1cc(S(=O)(=O)NC2CCCCC2)ccc1F,12,-21
COCCCN1C(=O)c2ccc(C(=O)NCc3ccccn3)cc2C1=O,39*,6
Cc1[nH]nc(SCC(=O)Nc2cccc(O)c2)c1[N+](=O)[O-],11,-14
COc1ccc(CC(=O)N2CCN(c3ccccn3)CC2)cc1OC,18,-17
Cc1ccc(OCCC(=O)OCC(=O)N2CCN(S(=O)(=O)c3ccc(Cl)cc3)CC2)cc1,26,-6
O=C(NNC1CC(=O)N(c2ccc(Cl)cc2)C1=O)c1ccco1 (stereo unspecified),14,-7
CC(C)CNS(=O)(=O)c1cc2c3c(c1)CC(=O)N3CCC2,-7,-36
Nn1c(SCc2ccc(F)cc2)nnc1-c1ccccn1,1,6
O=C(Cn1c(=O)c2cccn2c2ccccc21)Nc1cc(F)ccc1F,38,-15
Cc1cc(C(=O)N2CCCC(N3CCN(c4ccccc4C)CC3)C2)n(C)n1 (stereo unspecified),19,-28
O=C(NCCCn1ccnc1)c1nc(Cn2cc([N+](=O)[O-])cn2)no1,13,-2
CC(=O)c1c(C)oc2c1cc(NS(=O)(=O)c1ccc(C(=O)O)cc1)c1ccccc12,13,1
Cc1cc(Cl)ccc1C(=O)C1CCCN(C(=O)c2cnn(C(C)C)c2)C1 (stereo unspecified),18,-31
CC(=O)C(Sc1ccc2nnc(-c3ccc(C)cc3)n2n1)C(C)=O,15,-21
COCCCNC(=O)/C(C#N)=C/c1cc(C)[nH]c1C,-4,13
COc1cc(C(=O)OCC(=O)NCc2ccc(F)cc2)cc(NC(=O)c2cccs2)c1OC,21,-23
COCc1cc(Sc2ccc(Cl)cc2)nc(-c2ccccc2)n1,8,-28
CCCN(CC(=O)Nc1cc(C)on1)CC(=O)Nc1ccccc1C,-3,-4
Fc1ccc(N2CCN(Cc3nnc(-c4ccccc4)o3)CC2)cc1,6,-11
O=C(NCc1ccccn1)C(C(=O)c1ccc(F)cc1)n1ccccc1=O (stereo unspecified),11,2
O=C(Nc1ccc(Br)cc1)c1cccnc1N1CCCCC1,7,-48
COc1ccc(-c2oc3ncn4nc(COc5ccccc5)nc4c3c2-c2ccc(OC)cc2)cc1,2,-5
COc1ccc(/C=C(\C#N)C(=O)Nc2cccc(C)n2)cc1,1,-19
CCCCN1C2=C(C(=O)CCC2)C(c2ccc(Cl)c(Cl)c2)C2=C1c1ccccc1C2=O (stereo unspecified),2,-23
Cc1nn(-c2ccccc2)nc1C(=O)OCC(=O)N1CCC(C)CC1,4,-39
COc1ccc(N2CCN(C(=O)C3COc4ccccc4O3)CC2)cc1 (stereo unspecified),-1,-19
Cc1cc(C)c(NC(=O)C2CCCN2CCOC(=O)c2ccccc2)c(C)c1 (stereo unspecified),73*,7
Cc1ccc(S(=O)(=O)N2CCN(C(=O)NCc3ccc(C(=O)O)cc3)CC2)cc1,9,-14
O=C(O)/C=C/C(=O)Nc1ccc(S(=O)(=O)N2CCCC2)cc1,-7,-6
Cc1ccc(S(=O)(=O)CCC(=O)Nc2ccc3c(c2)OCO3)cc1,24,-32
COCCn1nnnc1CN1CCC(NC(=O)Nc2cccc(OC)c2)CC1,12,-6
NC(=O)c1ccc(NC(=O)CN2CCN(C(=O)c3ccco3)CC2)cc1,6,0
Cc1ccc(C#CC(C)(O)C(C)(C)C)cn1 (stereo unspecified),-9,12
Cc1oc(S(=O)(=O)N2CCCCC2)cc1NC(=O)Nc1ccc(F)cc1,1,-2
O=C(N/C(=C\c1ccc(Br)cc1)C(=O)N1CCOCC1)c1ccc(Br)o1,19,-21
CSc1nc2sc3c(c2c(=O)[nH]1)CCC3,8,-15
COc1cc(C(=O)N=c2sc3ccccc3n2C)cc(OC)c1OC,32,-22
CCS(=O)(=O)c1ccc(O)c(NC(=O)COc2ccccc2)c1,-1,7

# (further entries)
Compound,OX1R antag-1,OX1R antag-2
O=C1CN(C(=O)COC(=O)[C@@H]2CC(O)CN2S(=O)(=O)c2ccc(Cl)cc2)c2ccccc2N1 (stereo partly specified),8,-8
O=C(COc1ccc(F)c(Cl)c1)N1CCCCCCC1,10,-7
O=C1c2ccccc2C(=O)N1CCCON1C(=O)c2ccccc2C1=O,2,-8
Cc1nn(C)c(C)c1CNC(=O)Nc1cccc(Cl)c1C,7,-10
O=C1CS/C(=N/N=C/c2ccco2)N1Cc1ccc(F)cc1,20,-2
CCOc1ccc(C(=O)NCC(=O)N2CCCCCCC2)cc1OCC,15,-20
O=c1ccnc(Nc2ccc3c(c2)OCCO3)[nH]1,0,-8
Nn1c(SCC(=O)NC(=O)NCc2ccccc2)nnc1C1CC1,10,-9
Cc1ccc(S(=O)(=O)N2[C@@H](c3ccc(C(C)(C)C)cc3)C(C(=O)O)=CC[C@H]2c2cccc(Cl)c2)cc1,-3,-4
Cc1ccc(N(CC(=O)O)S(=O)(=O)c2cccc3nonc23)cc1,61,-13
Cc1cc(C)c2c(c1)cc(C)c1nnc(SCC(=O)Nc3cc(C)on3)n12,23,-20
CCC(=O)Nc1ccc(Cl)c(NC(=S)NC(=O)COc2ccc(Cl)cc2)c1,21,17
CC1(c2ccc(C#N)cc2)NC(=O)N(CC(=O)Nc2cc(S(=O)(=O)N3CCOCC3)ccc2Cl)C1=O (stereo unspecified),-3,-13
CCOC(=O)/C=c1\s/c(=C\c2ccccc2C)c(=O)n1CC(=O)NCc1ccc2c(c1)OCO2,8,-15
Cc1ccc(C)c2sc(NC(=O)c3nc4ccccc4s3)nc12,-2,-3
CCN1CCN(C(=O)c2ccc(Cl)c(S(=O)(=O)N3CCCCCC3)c2)CC1,4,-22
CCOC(=O)C1=C(COC(=O)c2cccnc2Cl)NC(=O)NC1C (stereo unspecified),-2,-9
Cc1ccc(CN2CCN(c3ncccn3)CC2)c(C)c1,13,-2
Cc1ccc(C)c(SCc2noc(C(=O)NC(C)C)c2C(=O)O)c1,37,-12
CC(C)OC(=O)c1sc2nc3c(cc2c1N)C(=O)CCC3,18,-12
C=CC[C@@H](CC(=O)NCCO)C(=O)N[C@H](C)COC(=O)[C@@H](CC=C)CC(=O)OC(C)(C)C,5,1
O=c1c2cc3ccccc3n2cnn1Cc1ccccc1F,6,-3
O=C(NCc1ccncc1)C1=NN(c2ccccc2)C(=O)CC1,5,3
O=C(COC(=O)C1=COCCO1)Nc1ccccc1OC(F)F,7,-3
COc1ccc(-c2n[nH]c(=S)n2N)c(OC)c1,10,-2

# Grouped by structure, those above containing a nitro group on carbon (four)
Compound,OX1R antag-1,OX1R antag-2
Cc1cnc(NC(=O)c2ccc(-c3ccc([N+](=O)[O-])cc3)o2)s1,11,-11
COC(=O)Cn1cc(/C=C/[N+](=O)[O-])c2ccccc21,38,-5
Cc1[nH]nc(SCC(=O)Nc2cccc(O)c2)c1[N+](=O)[O-],11,-14
O=C(NCCCn1ccnc1)c1nc(Cn2cc([N+](=O)[O-])cn2)no1,13,-2

# Grouped by structure: the compounds so far containing a cyano group
Compound,OX1R antag-1,OX1R antag-2
COCCCNC(=O)/C(C#N)=C/c1cc(C)[nH]c1C,-4,13
COc1ccc(/C=C(\C#N)C(=O)Nc2cccc(C)n2)cc1,1,-19
CC1(c2ccc(C#N)cc2)NC(=O)N(CC(=O)Nc2cc(S(=O)(=O)N3CCOCC3)ccc2Cl)C1=O (stereo unspecified),-3,-13

# (list continues)
Compound,OX1R antag-1,OX1R antag-2
CC1N(C(=O)N2CCOCC2)CCN1S(=O)(=O)c1ccc(Cl)cc1 (stereo unspecified),7,5
COc1ccc(N2C(=O)CC(N3CCN(c4ccc(S(C)(=O)=O)cc4)CC3)C2=O)cc1 (stereo unspecified),14,-7
COc1ccccc1C(=O)NCCn1cc(SCC(=O)NCC2CCCO2)c2ccccc21 (stereo unspecified),17,-29
COc1ccc(NC(C)=O)cc1NS(=O)(=O)c1cn(C)c(=O)n(C)c1=O,2,-12
COc1ccc(CN2C(=O)c3cccnc3C2=O)cc1S(=O)(=O)N(C)c1cccc(C)c1,24,-16
CCN(CC)S(=O)(=O)c1cccc(NC(=O)COc2ccc(F)cc2Br)c1,19,-16
Cc1ccc(NC(=O)CC(=O)Nc2ccc(C)cc2)cc1,0,-1
O=C(O)CCSC(=S)N1CCOCC1,19,8
CCN(CC)CCCn1c(=S)[nH]c2ccc(Cl)cc2c1=O,13,-33
COc1ccc(CCNC(=O)C/C(C)=N/NC(=O)C23CC4CC(CC(C4)C2)C3)cc1OC,5,-20
Cc1n[nH]c(C)c1C(=O)CC1(O)C(=O)N(Cc2ccccc2)c2ccc(Br)cc21 (stereo unspecified),9,-35
CCN(CC)CCN1C(=O)C2C3c4ccccc4C(c4ccccc43)C2C1=O (stereo unspecified),1,-8
Nc1ccc(-n2nc3ccccc3n2)cc1,15,1
CSc1ccc(CN2CCC(Oc3cccc(C(=O)N4CCCC4)c3)CC2)cc1,-6,-41
CC(C)(C)C1=CC(=O)C(=O)C(C(C)(C)C)=C1,16,-5
Cc1ccc(Cn2c(=N)n(CC(=O)c3ccc([N+](=O)[O-])cc3)c3ccccc32)cc1,17,-12
CCN1CCCC1CNC1=NCCCCC1 (stereo unspecified),15,-7
Cc1cc(C(=O)N/N=C/c2ccc(-c3cccc([N+](=O)[O-])c3)o2)n[nH]1,8,0
N/C(COc1cccc(C(F)(F)F)c1)=N\NC(=O)c1cccnc1Oc1ccccc1,8,-3
O=C(NC1CCCCC1)c1ccccc1-c1ccccc1,13,-30
O=C(Nc1cc([N+](=O)[O-])ccc1O)NC1CCS(=O)(=O)C1 (stereo unspecified),16,-13
CC12c3ccccc3C(c3ccccc31)C1C(=O)N(c3cccnc3)C(=O)C12 (stereo unspecified),31,-33
COc1ccccc1NS(=O)(=O)c1cc(C(=O)NCc2cccnc2)ccc1C,18,-9
O=[N+]([O-])c1ccc(-c2nc(NCC3CCCO3)c3ccccc3n2)cc1 (stereo unspecified),7,-34
O=S1(=O)c2ccccc2N=NN1Cc1ccc(Cl)cc1,23,-6

# 2 records drawn at random from the list so far, as already listed:
Compound,OX1R antag-1,OX1R antag-2
CC(C)CNS(=O)(=O)c1cc2c3c(c1)CC(=O)N3CCC2,-7,-36
COCCn1nnnc1CN1CCC(NC(=O)Nc2cccc(OC)c2)CC1,12,-6

# Going on with the list.
Compound,OX1R antag-1,OX1R antag-2
COc1ccc2c(c1)O[C@H](c1ccc3c(c1)OCO3)[C@@H](OC(=O)Nc1cc(OC)c(OC)c(OC)c1)C2=O,18,-26
CN(C)c1nc(SCc2ccccc2)nc(N2CCOCC2)n1,2,-15
CCOc1cc(N2CCOCC2)c(OCC)cc1NC(=O)Cc1ccccc1,2,-26
CCC/C(C#Cc1ccc(N(C)C)cc1)=C1/c2ccccc2C(=O)N1c1ccccc1,6,19
Cc1c(Cl)cccc1NC(=O)Cn1c(CCC(=O)O)ccc1-c1ccccc1,2,1
CCCC(O)(c1ccc(OC)cc1)C(CN1CCOCC1)c1ccccc1 (stereo unspecified),17,-33
Cc1ccc(C2/C(=C(/O)c3cnn(-c4ccccc4)c3C)C(=O)C(=O)N2CCCN2CCOCC2)o1 (stereo unspecified),1,-15
Clc1cccc(Cl)c1C1Nc2cccc3cccc(c23)N1,23,-26
COc1ccc(NC(=O)C2CCN(S(=O)(=O)c3ccccc3)CC2)cc1,-13,-7
COC/C=C/C1=CC2=CC(=O)C(C)(OC(=O)c3cnc4ccccc4n3)C(=O)C2=CN1C1CCCCC1 (stereo unspecified),42,-23
CC(C)c1ccccc1NC(=O)C1CN(S(=O)(=O)c2ccccc2)CCN1S(=O)(=O)c1ccccc1 (stereo unspecified),16,-23
Cn1ccnc1SCC(=O)N(C1CCCCC1)C1CCCCC1,12,-21
Cc1ccc(C(O)(C(=O)NNc2ccccn2)c2ccc(C)cc2)cc1,22,-16
S=C(N/N=C/c1ccco1)NC1CC2CCC1C2 (stereo unspecified),-4,-5
CN1C(=O)C(O)(c2nnc(-c3ccccc3)o2)c2ccccc21 (stereo unspecified),1,3
O=C(O)c1ccccc1NC(=O)c1cc(-c2ccccc2)nc2ccccc12,57*,-25
Cc1ccc(C(=O)Oc2cccc(-n3cnnn3)c2)cc1,1,-13
O=S(=O)(Nc1ccncc1)c1ccccc1,2,6
CCc1cc(=O)oc2cc(C)cc(OCC(=O)N3CCC(C(=O)NC(C)C)(c4ccccc4)CC3)c12,9,-20
